Screening data: PubChem, Fisher Drug Discovery Resource Center
NPYLR7 ag – agonists of mosquito NPYLR7 receptor, primary screen, cell-based, Aedes aegypti, calcium fluorescence, mosquito biting behavior; Aedes aegypti neuropeptide Y-like receptor 7 (NPYLR7); activation, % at 10 µM; 270,000 tested, 0.15% active; HEK293T NPYLR7/Galpha15, GCaMP6s calcium fluorescence; in the data active = activation above about 40%;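 also: 0% = vehicle and 100% = reference agonist at the receptor; some compounds past the cut are filed as inactive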
hcGAS lum – Primary biochemical luminescence assay for human cyclic GMP-AMP synthase inhibitors; recombinant h-cGAS, ATP depletion, Kinase-Glo luminescence; Q8N884; inhibition, % at 12.5 µM; 290,000 tested, 0.081% active;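 also: 0% = vehicle reaction and 100% = reaction without DNA for no activity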
Target sequence (Q8N884 whole entry, looked up): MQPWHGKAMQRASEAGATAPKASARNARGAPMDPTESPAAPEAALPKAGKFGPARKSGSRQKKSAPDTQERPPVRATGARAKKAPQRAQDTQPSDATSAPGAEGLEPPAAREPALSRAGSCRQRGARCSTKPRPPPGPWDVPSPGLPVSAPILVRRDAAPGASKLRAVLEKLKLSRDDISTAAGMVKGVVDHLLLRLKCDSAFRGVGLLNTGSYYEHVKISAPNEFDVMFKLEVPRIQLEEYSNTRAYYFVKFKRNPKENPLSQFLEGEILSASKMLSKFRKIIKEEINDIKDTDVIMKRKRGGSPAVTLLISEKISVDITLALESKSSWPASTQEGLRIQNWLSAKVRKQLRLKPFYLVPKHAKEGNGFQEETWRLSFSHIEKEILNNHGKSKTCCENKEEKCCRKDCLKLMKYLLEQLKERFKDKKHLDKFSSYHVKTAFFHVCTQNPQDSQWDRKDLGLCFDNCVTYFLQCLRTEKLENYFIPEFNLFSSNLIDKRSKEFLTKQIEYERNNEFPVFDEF
mcGAS inh – cyclic GMP-AMP synthase inhibitors, mouse, primary biochemical chemiluminescence. Q8C6L5. recombinant cGAS, Kinase-Glo ATP depletion luminescence. inhibition, % at 12.5 µM. 160,000 tested, 0.15% active. AID 1259399, 2018;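 also: 0% = negative control wells and 100% = reference inhibitor with no enzyme activity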
Numbers without * were called inactive; & = joins results of further samples. Rule as the data show it, unless noted: active = inhibition above about 40%; inactive = the rest.

For O=C(CCNC(=O)c1ccccc1F)NCc1cn2c(n1)SCC2 the results were NPYLR7 ag 9.6 and hcGAS lum -7.6.
Screening O=C(CNc1ccccc1-c1ccccc1)N1CCNC1=O returned NPYLR7 ag -2.5, hcGAS lum -8.0 and mcGAS inh -6.2.
For CCOC(=O)c1c(NC(=O)COc2ccccc2)sc2c1CCN(c1ccc(Cl)nc1)C2 the results were hcGAS lum -6.9 and mcGAS inh -4.6.
For CCCCOc1ccc(-c2nc(C=Nc3cnc4cc(OC)ccc4c3)c(O)o2)cc1 the results were NPYLR7 ag 1.5, hcGAS lum -7.4 and mcGAS inh -6.1.
For Cc1noc(CN2CCOc3c(O)cc(-c4ccccc4C)cc3C2)n1 the results were NPYLR7 ag 1.1, hcGAS lum -6.7 and mcGAS inh -22.8.
COc1ccc(C(=O)NC2CC2)cc1OC1CCN(Cc2cccc3cccnc23)CC1 was read as NPYLR7 ag -1.4, hcGAS lum -7.7 and mcGAS inh -10.7.
Screening O=C(Nc1ccc(Cl)cc1O)C1CCC(N2C(=O)C3C4CCC(C4)C3C2=O)CC1 (stereo unspecified) returned NPYLR7 ag 1.7, hcGAS lum -2.0 and mcGAS inh -4.8.
For Cc1ccc(NC(=O)c2nnc(COC(=O)CC3CC4CCC3C4)s2)cc1 (stereo unspecified) the results were NPYLR7 ag 0.9 and hcGAS lum 4.4.
CCN1CCN(C(=O)c2ccccc2N2CCC(NC(=O)c3cc(F)cc(F)c3)CC2)CC1 was read as NPYLR7 ag -0.4 and hcGAS lum -5.2.
`CC(C)(C)c1ccc(CC(=O)N2CCC2(C)C(=O)NS(=O)(=O)c2cccc(Cl)c2)cc1` (stereo unspecified) gave NPYLR7 ag 2.3 and hcGAS lum -7.9.
For Cc1ccc(NC(=S)NN(C)c2nc(C)cnc2C)cc1 the results were NPYLR7 ag 2.1 and hcGAS lum 1.8.
NNC(=O)c1nccnc1N was read as NPYLR7 ag -4.0 and hcGAS lum 5.3.
For Cc1ccc(N2CCC(CCCc3ccccc3)(C(=O)O)CC2)nn1 the results were NPYLR7 ag 6.4 and hcGAS lum -1.4.
Screening O=c1cc(CSc2nncn3c2cc2sccc23)nc2ccccn12 returned NPYLR7 ag 2.8 and hcGAS lum 5.0.
`CC(=O)N1CCCC(N2CCN(c3ccccc3F)CC2)C1` (stereo unspecified) gave NPYLR7 ag 0.1 and hcGAS lum -6.2.
For CS(=O)(=O)c1ccc(CC(=O)N2CCC3(CCCO3)CC2)cc1 the results were NPYLR7 ag 5.5 and hcGAS lum -3.9.
CN1CCCC(CCNC(=O)CCN2CCCCO2)C1 (stereo unspecified) was read as NPYLR7 ag -12.7 and hcGAS lum 0.5.
For CSc1ccc(-c2nc(CN3CCC4(CC3)N=C(C)NC4=O)c(C)o2)cc1 the results were NPYLR7 ag 0.8, hcGAS lum -4.2 and mcGAS inh -13.2.
COC(=O)[C@@H]1CCCN1C(=O)Cc1ccc(N2CCC(NCc3ccc(Cl)s3)CC2)cc1 was read as NPYLR7 ag 3.6, hcGAS lum -9.0 and mcGAS inh -12.7.
For Cc1cc(=O)[nH]c(-n2nc(C3CC3)cc2NC(=O)c2ccc(S(=O)(=O)N(C)C)cc2)n1 the results were NPYLR7 ag 1.9 and hcGAS lum -5.3.

Random excerpt: three records from the list
Screening O=c1cc(CSc2nncn3c2cc2sccc23)nc2ccccn12 returned NPYLR7 ag 2.8 and hcGAS lum 5.0.
COC(=O)[C@@H]1CCCN1C(=O)Cc1ccc(N2CCC(NCc3ccc(Cl)s3)CC2)cc1 was read as NPYLR7 ag 3.6, hcGAS lum -9.0 and mcGAS inh -12.7.
For Cc1noc(CN2CCOc3c(O)cc(-c4ccccc4C)cc3C2)n1 the results were NPYLR7 ag 1.1, hcGAS lum -6.7 and mcGAS inh -22.8.

The main list resumes, repeating the two entries before the break.
COC(=O)[C@@H]1CCCN1C(=O)Cc1ccc(N2CCC(NCc3ccc(Cl)s3)CC2)cc1 was read as NPYLR7 ag 3.6, hcGAS lum -9.0 and mcGAS inh -12.7.
For Cc1cc(=O)[nH]c(-n2nc(C3CC3)cc2NC(=O)c2ccc(S(=O)(=O)N(C)C)cc2)n1 the results were NPYLR7 ag 1.9 and hcGAS lum -5.3.
CCCCCCCCCCCC(=O)N(CC(=O)N1c2ccccc2-n2cccc2C1c1ccc(F)cc1)C(C)C (stereo unspecified) was read as NPYLR7 ag 20.2, hcGAS lum -10.4 and mcGAS inh -3.6.
`Cc1cccn2c(NC(C)(C)CC(C)(C)C)c(-c3ccccn3)nc12` gave NPYLR7 ag -3.5&16.7, hcGAS lum -3.9&0.5 and mcGAS inh -6.4&-4.4.
`O=C(Nc1ccccc1F)C1CCCN(S(=O)(=O)c2ccc(F)cc2)C1` (stereo unspecified) gave NPYLR7 ag -10.4 and hcGAS lum -5.0.
For CCn1cc(NC(=O)N(C)CCO)c2ccccc21 the results were NPYLR7 ag 1.6, hcGAS lum -7.4 and mcGAS inh -13.5.
Screening COc1ccccc1-c1nc2cc(C)ccn2c1NC(=O)C(c1ccccc1)c1ccccc1 returned NPYLR7 ag -1.4, hcGAS lum -7.6 and mcGAS inh -8.4.
`C=CCO[C@@H]1C[C@H]2C(=O)N3CCN(C(=O)NC4CCCCC4)C[C@H]3C(=O)N2C1` gave NPYLR7 ag -10.8, hcGAS lum -5.6 and mcGAS inh -6.7.
For CC1(C(=O)NS(=O)(=O)c2ccc(Cl)s2)CCN1C(=O)c1cccc2ccccc12 (stereo unspecified) the results were NPYLR7 ag 3.1 and hcGAS lum 0.4.
CC(=O)N1CCC(C(=O)OC(C)c2c(F)cccc2N(C)C)CC1 (stereo unspecified) was read as NPYLR7 ag 5.1 and hcGAS lum -13.8.
`Cc1nc(-c2ccccn2)[nH]c(=O)c1CC(=O)N1CCc2ccccc2C1` gave NPYLR7 ag -2.9, hcGAS lum -8.6 and mcGAS inh -5.6.
CC1=C(C(=O)Nc2ccc(Cl)cc2)C(c2ccc(N(C)C)cc2)NC(=O)N1 (stereo unspecified) was read as NPYLR7 ag 3.3, hcGAS lum 6.1 and mcGAS inh -8.6.
`CCSc1nnc(NC(=O)c2ccc(Br)o2)s1` gave NPYLR7 ag 0.7, hcGAS lum -1.9 and mcGAS inh -4.3.
`CCCOc1nn(CCC)cc1C(=O)N1CCC(C(=O)OCC)CC1` gave NPYLR7 ag 1.1, hcGAS lum -1.9 and mcGAS inh -6.9.
For CN(C)CC1(O)CCCN(C(=O)c2scc3c2OCCO3)CC1 (stereo unspecified) the results were NPYLR7 ag -11.3, hcGAS lum -2.8 and mcGAS inh -2.3.
`CCOC(=O)C1CCN(C(c2cc(OC)c(OC)c(OC)c2)C2Sc3nc(C)nn3C2=O)CC1` (stereo unspecified) gave NPYLR7 ag -7.2, hcGAS lum 5.1 and mcGAS inh -2.3.
Screening CC(C)c1nccn1CCCNC(=O)c1ccc(N2CCSCC2)nc1 returned NPYLR7 ag 6.4, hcGAS lum -3.2 and mcGAS inh -17.0.
For CCc1cc(=O)[nH]c(-n2nc(C)cc2NC(=O)c2ccccc2)n1 the results were NPYLR7 ag 10.1, hcGAS lum -5.0 and mcGAS inh -7.5.
For CCOC(=O)C1(CCCc2ccccc2)CCN(C(=O)c2nonc2C)CC1 the results were NPYLR7 ag 13.0&-7.7, hcGAS lum -13.6&0.5 and mcGAS inh -2.9.
`CC1(C)O[C@@H]2C[C@@](OCc3ccccc3F)(C(=O)NN3CCOCC3)CC(OCc3cccc(C(F)(F)F)c3)[C@@H]2O1` (stereo partly specified) gave NPYLR7 ag 19.8, hcGAS lum -2.7 and mcGAS inh -3.6.
Screening Cc1ccc(N2CCC(Cc3nn(C)c(=O)n3-c3ccccc3)CC2)nn1 returned NPYLR7 ag 3.0 and hcGAS lum -3.6.
`CN1C(=O)C(S(=O)(=O)c2ccc(Cl)cc2)=C(N)C12CCC2` gave NPYLR7 ag 2.0 and hcGAS lum -3.3.

The last 2 records of the section before open the next one:
Screening Cc1ccc(N2CCC(Cc3nn(C)c(=O)n3-c3ccccc3)CC2)nn1 returned NPYLR7 ag 3.0 and hcGAS lum -3.6.
`CN1C(=O)C(S(=O)(=O)c2ccc(Cl)cc2)=C(N)C12CCC2` gave NPYLR7 ag 2.0 and hcGAS lum -3.3.
`Cc1cc(C)cc(NC(=O)CC(=O)N[C@H]2CCCC[C@@H]2O)c1` gave NPYLR7 ag -1.7, hcGAS lum -3.2 and mcGAS inh -12.4.
`Cc1cccn2c(=O)c3cc(C#N)c(=NC(=O)c4ccco4)n(Cc4ccco4)c3nc12` gave NPYLR7 ag 17.0, hcGAS lum 0.5 and mcGAS inh -0.4.
`COc1ccc(CN(CCN2CCOCC2)CC(O)C(C)C)cc1` (stereo unspecified) gave NPYLR7 ag 21.6, hcGAS lum -4.6 and mcGAS inh -5.4.
CC1(C)CC(=O)C2=C(C1)OC(=N)C(C#N)C2C1CC=CCC1 (stereo unspecified) was read as NPYLR7 ag 0.1, hcGAS lum -1.4 and mcGAS inh -3.8.
CCCCc1ccc(C(=O)N(CCCOC)CC(=O)N(CCc2c[nH]c3ccccc23)Cc2ccc(C(F)(F)F)cc2)cc1 was read as NPYLR7 ag -9.4, hcGAS lum 8.4 and mcGAS inh 2.7.
COc1ccc(N=Cc2c(O)n(-c3ccccc3)c(=O)c3ccccc23)cc1OC was read as NPYLR7 ag -5.8, hcGAS lum -6.0 and mcGAS inh -7.4.
CCOc1cc(C=C2C(=O)NC(=S)NC2=O)ccc1OCCSc1cccc2ccccc12 was read as NPYLR7 ag -6.4, hcGAS lum -3.3 and mcGAS inh -2.4.
For COC(=O)C1=C2c3ccc(OC)cc3CCC2(C)C(=O)C1 (stereo unspecified) the results were NPYLR7 ag -10.2 and hcGAS lum -5.5.
Screening CCCc1c(C)nn(-c2ccc(C(=O)NC[C@@H]3CCCO3)cc2)c1C returned NPYLR7 ag 5.5, hcGAS lum -4.0 and mcGAS inh -3.6.
`O=c1cc(SCc2ccccc2)c2ccccc2o1` gave NPYLR7 ag 7.1 and hcGAS lum 0.6.
CN1C(=O)CN2CC1c1ccccc1S2(=O)=O (stereo unspecified) was read as NPYLR7 ag 14.0, hcGAS lum 1.4 and mcGAS inh -6.1.
For COc1ccc(C(=O)N=c2sccn2Cc2cccc(C(=O)NC3CC3)c2)cc1OC the results were NPYLR7 ag 3.1 and hcGAS lum -15.5.
`COc1ccc(NC(=O)CCN(CCc2ccccc2)c2nc(-c3ccco3)nc3ccccc23)cc1` gave NPYLR7 ag 0.3, hcGAS lum -4.7 and mcGAS inh -6.0.
Screening C=CCOCC(O)CN(Cc1ccc(F)cc1)Cc1cccc(OC)c1OC (stereo unspecified) returned NPYLR7 ag 20.4, hcGAS lum -1.2 and mcGAS inh -5.2.
Screening Cc1cc(NC(=O)c2ccc3c(c2)OCO3)n(-c2ncnc3c2cnn3-c2cccc(C)c2C)n1 returned NPYLR7 ag 9.4, hcGAS lum -4.9 and mcGAS inh -9.1.
`CCCOC(=O)C1=C(C)NC2=C(C(=O)CCC2)C1c1cc(OC)c(OC)c(OC)c1` (stereo unspecified) gave NPYLR7 ag 4.7 and hcGAS lum 0.5.
Screening CN(CCCOc1cccc(Cl)c1)Cn1ncc2ccccc2c1=O returned NPYLR7 ag 8.2 and hcGAS lum -5.7.
For Cc1ccoc1C(=O)NCC1CCN(Cc2nc(C(C)C)cs2)C1 (stereo unspecified) the results were NPYLR7 ag 0.7 and hcGAS lum -0.1.
`Cn1nc(-c2nccn2CCN2CCOCC2)c2c(Cl)cccc21` gave NPYLR7 ag -3.6 and hcGAS lum -5.3.
`CCc1csc(CNC(=O)C2CCC(=O)N(Cc3cccc(OC)c3)C2)n1` (stereo unspecified) gave NPYLR7 ag 15.6, hcGAS lum -6.3 and mcGAS inh -10.0.
`Cc1oc(CNC(=O)NC23CC4CC(CC(C4)C2)C3)nc1C(=O)N1CCCC1` gave hcGAS lum 4.5 and mcGAS inh -6.2.
For CC(CN(C(=O)C1CCCO1)c1ccccc1)NC(=O)C1CCCO1 (stereo unspecified) the results were NPYLR7 ag -0.3 and hcGAS lum -8.3.
`COc1ccccc1CNC(=O)c1ccc(CC2CCCNC2)cc1` (stereo unspecified) gave NPYLR7 ag 4.8, hcGAS lum -5.7 and mcGAS inh -11.9.
Screening CC(=O)C(C)n1c(CN2CCN(c3ccc(F)cc3)CC2)nc2c1c(=O)n(C)c(=O)n2C (stereo unspecified) returned NPYLR7 ag 8.9 and hcGAS lum -5.0.
For CCOC(=O)N1CCC(NC(CC(C)C)c2cccnc2)CC1 (stereo unspecified) the results were NPYLR7 ag 3.7 and hcGAS lum -0.8.
Screening CC(C)(C)n1cc(CNCC2(N3CCSCC3)CCCC2)cn1 returned NPYLR7 ag 4.5 and hcGAS lum -9.8.
`CC1Cc2ccccc2N1S(=O)(=O)CC12CCC(CC1=O)C2(C)C` (stereo unspecified) gave NPYLR7 ag -1.0 and hcGAS lum -8.7.
Screening O=C(NS(=O)(=O)c1cccc(C(F)(F)F)c1)c1cnsn1 returned NPYLR7 ag 7.0 and hcGAS lum -8.9.
`CCc1cc2c(=O)n(C)c(=S)[nH]c2s1` gave NPYLR7 ag -9.2 and hcGAS lum 9.7.
For Cc1ccccc1-c1onc(C)c1C(=O)NCCC1(C)OCCO1 the results were NPYLR7 ag 6.2, hcGAS lum -11.0 and mcGAS inh -5.8.
For O=C(c1cn(Cc2ccccc2Cl)nn1)N1CCCC(c2ccccc2)CC1 (stereo unspecified) the results were NPYLR7 ag 22.7 and hcGAS lum -10.3.
Screening CCOC(=O)c1c(C)c(C(=O)CN(C(=O)COCc2ccccc2)C(C)C)c(C)n1C returned NPYLR7 ag 8.5, hcGAS lum -8.8 and mcGAS inh -6.8.
